BoNT-A LC inh2: blocks Botulinum neurotoxin A light chain protease. 360,000 tested, 0.17% active. inhibition, % at 10 µM. multiplex microsphere protease substrate cleavage, flow cytometry; note: plate controls were buffer without enzyme for full effect and enzyme alone for no effect
BoNT-F LC inh: inhibitors of Botulinum neurotoxin F light chain protease. Multiplex microsphere protease cleavage assay, flow cytometry. inhibition, % at 10 µM. 360,000 tested, 0.22% active. AID 588497; in the data active = inhibition above about 35%, passing the limit was not always enough; inconclusive = no clear call, values can overlap the other calls; note: plate controls were buffer without enzyme for full effect and enzyme alone for no effect
Anthrax LF prot: blocks Bacillus anthracis lethal factor protease; P15917; multiplex microsphere protease cleavage assay, LF; inhibition, % at 10 µM; 360,000 tested, 0.12% active; AID 588501; note: plate controls were buffer without enzyme for full effect and enzyme alone for no effect
Target sequence (P15917 whole entry, looked up): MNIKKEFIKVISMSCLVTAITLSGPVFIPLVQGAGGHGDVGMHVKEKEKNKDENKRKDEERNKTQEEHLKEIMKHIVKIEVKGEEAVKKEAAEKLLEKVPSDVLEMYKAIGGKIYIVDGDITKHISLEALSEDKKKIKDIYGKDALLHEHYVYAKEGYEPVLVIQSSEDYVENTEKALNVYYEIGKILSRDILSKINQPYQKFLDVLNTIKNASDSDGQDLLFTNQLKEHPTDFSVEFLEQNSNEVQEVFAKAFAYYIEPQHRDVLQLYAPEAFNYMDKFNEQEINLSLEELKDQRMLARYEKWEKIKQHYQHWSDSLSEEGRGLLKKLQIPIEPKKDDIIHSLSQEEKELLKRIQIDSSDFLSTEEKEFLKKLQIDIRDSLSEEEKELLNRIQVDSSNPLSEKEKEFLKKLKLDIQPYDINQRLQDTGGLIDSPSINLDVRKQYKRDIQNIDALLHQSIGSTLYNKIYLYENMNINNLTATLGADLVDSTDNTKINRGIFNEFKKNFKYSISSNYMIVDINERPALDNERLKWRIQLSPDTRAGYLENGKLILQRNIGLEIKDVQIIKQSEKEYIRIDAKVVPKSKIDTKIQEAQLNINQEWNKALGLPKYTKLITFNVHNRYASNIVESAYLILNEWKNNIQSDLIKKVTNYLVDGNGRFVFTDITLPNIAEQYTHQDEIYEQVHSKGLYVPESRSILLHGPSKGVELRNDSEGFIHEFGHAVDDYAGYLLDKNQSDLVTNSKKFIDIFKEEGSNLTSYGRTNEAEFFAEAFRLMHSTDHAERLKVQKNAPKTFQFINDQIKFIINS
MazEF act: activators of E. coli MazEF toxin-antitoxin RNase | AID 504720 | activation, % at 20 µM | FAM/BHQ RNA-DNA oligo cleavage fluorescence, 5 h | 350,000 tested, 0.32% active; in the data active = activation above about 50%
Target sequence (P0AE70 whole entry, looked up): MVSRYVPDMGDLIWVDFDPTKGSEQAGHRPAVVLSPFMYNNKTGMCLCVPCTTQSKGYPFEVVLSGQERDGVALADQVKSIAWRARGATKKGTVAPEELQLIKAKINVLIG
VHR inh abs: inhibitors of human VHR1 phosphatase (DUSP3); 290,000 tested, 0.52% active; P51452; recombinant VHR phosphatase, pNPP absorbance; inhibition, % at 13.3 µM; in the data active = inhibition above about 50%; note: some compounds called inactive have numbers as strong as hits
3CLpro inhibitor: SARS-CoV 3CLpro protease inhibition; P0C6X7; recombinant SARS-CoV 3CLpro, quenched FRET peptide cleavage; inhibition, % at 6 µM; 290,000 tested, 0.14% active; in the data active = inhibition above about 12%
CCHF vOTU inh: CCHFV vOTU protease inhibition. Pep-AMC fluorescence. inhibition, % at 11.5 µM. 370,000 tested, 0.55% active; in the data active = inhibition above about 30%; note: 0% = vehicle wells with enzyme and 100% = no enzyme wells
SSB-PriA inh: K. pneumoniae PriA-SSBct interaction inhibition. inhibition, % at 33 µM. AlphaScreen SSBct-PriA binding, biotinylated peptide. 430,000 tested, 0.6% active; in the data active = inhibition mostly above about 37%, no sharp cut-off; inactive = mostly below about 20%;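 note: plate controls were negative control peptide for no effect and reference peptide for full effect; strong numbers were not always called active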
Rv3671c protease: Rv3671c (M. tuberculosis) protease inhibition; AID 2606; 320,000 tested, 0.048% active; inhibition, % at 5.96 µM; P9WHR9; in the data active = inhibition above about 38%;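 note: extracellular domain of Rv3671c used as enzyme; 0% = enzyme with DMSO and 100% = no enzyme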
PrPC surface inh: cell surface PrPC inhibition, primary TR-FRET screen. P04156. TR-FRET read-out. inhibition, % at 13.8 µM. 370,000 tested, 0.43% active. AID 720596; in the data active = inhibition above about 24%; note: 0% = median of the test wells and 100% = reference compound wells
* hit, by the source's call; ? = inconclusive; / = not tested or not shown; + = active, no number; & = joins results of further samples. Cut-off read from the data, not from the text of the source, unless noted: active = inhibition above about 30%; inconclusive = no clear call, values can overlap the other calls; inactive = below that. An excerpt; count on the stated rates, not on these rows.

molecule	CCHF vOTU inh	PrPC surface inh	Rv3671c protease	3CLpro inhibitor	Anthrax LF prot	BoNT-A LC inh2	SSB-PriA inh	BoNT-F LC inh	MazEF act	VHR inh abs
COc1ccccc1NC(=O)COC(=O)CNC(=O)c1ccc(OC)c(OC)c1	-2.1	8.4	11.0	-0.9	-5.5	0.0	3.2	-4.2	5.7	26.7
O=C(Nc1ccccc1N1CCCC1)c1cc(S(=O)(=O)N2CCOCC2)ccc1Cl	-6.0	3.1	-1.7	/	-1.8	0.5	1.0	-2.6	-0.5	/
CSc1ccccc1C(=O)Nc1nccs1	-0.2	-3.0	5.6	-1.9	-6.0	-0.5	-7.0&-5.6	2.0	0.3	-11.9
Cc1cccc(C)c1OCC(=O)Nc1ccc(S(=O)(=O)Nc2ccccn2)cc1	1.6	6.5	-3.2	2.2	-1.0	-0.1	-8.8	-1.8	-0.2	11.9
COc1cc(C2Nn3c(nnc3-c3ccccc3OC)S2)ccc1O (centres undefined)	-2.4	1.3	2.0	-5.9	1.2	1.8	7.9	17.2	4.6	7.5
COc1ccccc1C(=O)NCCC(=O)N(C)Cc1cccnc1	-9.0	1.2	-3.6	/	/	/	0.5	/	6.3	/
COc1cc2c(CCNC(C)=O)c[nH]c2cc1O	4.9	-4.4	-0.7	/	1.9	-0.3	-0.1	3.3	4.7	/
CCOC(=O)c1c(-c2ccccc2)c2cc(OC)ccc2n1CCCN(C)C	-19.7	-19.0	6.1	0.8	-17.1	-0.6	0.8	-36.8	28.6	-6.1
Nc1ccc(-c2nc3cc(N)ccc3o2)cc1	-48.6	7.7	-11.0	0.8	-15.0	-2.0	-9.8	-3.0	10.3	17.8
CCC(c1nnnn1-c1ccc2c(c1)OCCO2)N1CCN(Cc2c(F)cccc2Cl)CC1 (centres undefined)	3.0	-1.7	/	/	-4.9	-0.7	/	-6.8	/	/
CC(=O)Nc1ccc(S(=O)(=O)NCC2CCCO2)cc1 (centres undefined)	-10.8	-0.8	-0.1	/	-9.3	0.2	-7.2&1.0	?	6.0	/
CCOc1ccc(C(=O)N2CCC3(CC2)NCCc2[nH]cnc23)cc1	1.3	-7.4	-1.6	-4.7	-3.8	-8.7	-2.3	-15.5	-4.3	66.4
N#Cc1ccc(CCc2ccccc2)[nH]c1=O	-7.1	2.2	/	/	-2.6	-1.6	-3.4	-2.4	0.2	/
C/C(=N\NC(=O)c1cc(Br)ccc1O)c1cccs1	-9.4	1.7	14.0	2.4	-2.2	0.1	/	-1.4	3.8	-7.0
O=C(c1ccc(NS(=O)(=O)c2cccs2)cc1)N1CCCCC1	-2.9	5.3	2.4	2.3	2.4	1.9	4.0	2.0	-5.5	-9.6
O=C(COC(=O)c1nsc(Cl)c1Cl)NC1CCCCC1	-3.2	4.3	11.0	5.5	11.5	-0.7	-10.3	-0.8	4.5	-25.5
CC(C)n1nc(C(=O)Nc2cccc(S(=O)(=O)NCc3ccco3)c2)c2ccccc2c1=O	11.8	-2.7	-8.3	2.8	-6.8	0.7	-4.4	2.9	-6.4	7.2
Nc1nc(=S)c2ncn([C@@H]3O[C@H](CO)[C@@H](O)[C@H]3O)c2[nH]1	11.2	6.5	4.3	/	-12.5	-0.9	-2.0	-9.0	-3.8	/
Cc1ccc(-n2c(SCc3ccc([N+](=O)[O-])cc3)nc3ccccc3c2=O)cc1	2.3	0.5	-5.3	-3.6	-6.4	3.6	17.8	2.0	-12.1	11.7
C[C@H](O)[C@@H](C(=O)N1CCN(C(=O)OC(C)(C)C)CC1)n1cc(CCCCNC(=O)OC(C)(C)C)nn1	-9.0	-4.0	7.8	-0.4	4.2	0.7	-5.2	2.6	7.1	10.3
Oc1ccc2ccccc2c1-c1sc(Nc2ccccc2)n[n+]1-c1ccc(F)cc1	10.7	-6.3	1.7	6.2	-1.3	1.2	38.4	-3.7	+	1.1
O=C(CNC(=O)C12CC3CC(CC(C3)C1)C2)N/N=C\c1ccco1	-4.0	-4.5	6.6	-3.0	?	1.9	/	-4.2	-1.0	22.5
O=C(C1CC(=O)N(c2ccc(F)cc2)C1)N1CCN(c2ccccc2)CC1 (centres undefined)	-6.5	-1.6	-11.1	-3.3	1.9	3.1	-4.7	-1.1	6.1	12.5
CN(C)S(=O)(=O)c1ccc(C(=O)Nc2nnc(Cc3ccccc3)s2)cc1	14.6	3.4	2.5	0.2	-0.6	0.0	-1.3	-3.3	1.7	18.2
Cc1cc(C)c(CN2CCN(CCCn3cnc(C(=O)Nc4ccc(C)c(C)c4)n3)CC2)c(C)c1	12.9	-16.7	/	/	-2.9	-0.6	11.9	-12.6	1.8	/
Cc1noc(C)c1COc1ccc(C(=O)NCC2CCCO2)cc1 (centres undefined)	0.8	1.5	0.8	5.3	0.1	-0.9	-8.1	0.6	-9.6	4.9
O=C(CN1C(=O)NC2(CCCC2)C1=O)N1CCCSC1=Nc1ccccc1	-4.2	4.6	/	/	-0.6	0.9	-11.8	4.2	-0.9	/
CSc1ccc(CCNC(=O)C2CCCN(c3nn4c(=O)cc(C)nc4s3)C2)cc1 (centres undefined)	6.6	-5.2	-8.1	-2.1	/	/	5.7	/	-24.2	45.8
COc1ccc(C[C@H]2CN3C(=NC[C@H]3C)N2CCNC(=O)c2ccc(C)c(Br)c2)cc1	1.6	-10.0	-4.1	-5.9	-2.3	0.2	7.2	-3.7	19.3	6.7
COc1c(F)c(F)cc2c(=O)c(C(=O)O)cn(C3CC3)c12	-10.8	-3.8	1.4	6.3	-2.3	-1.0	33.6	3.0	-9.5	10.4
COc1ccc(CC(=O)NCc2cccs2)cc1	-3.4	10.0	2.9	-8.1	3.4	0.3	-15.5	10.9	13.9	-11.2
CCOC(=O)c1c(C)c(C(=O)Nc2ccc3c(c2)OCO3)c(C)n1C	4.1	4.8	4.9	-4.2	-3.6	1.2	-9.4	-1.0	-5.7	31.1
Clc1ccc(Nc2ncn[nH]2)c(Cl)c1	-0.5	7.5	0.7	1.6	-4.4	0.3	-6.0	-8.5	10.1	21.5
COc1cccc(N=Cc2c(O)c3ccccc3oc2=O)c1	2.6	-2.2	-0.3	-0.2	-7.7	0.2	4.4	?	4.2	-3.8
Nc1ccc(-c2nc3ncccc3o2)c(Cl)c1	-35.6	11.0	-1.6	0.5	2.1	-1.0	-4.9	-12.5	10.1	26.4
O=C(NC(=S)Nc1cccc([N+](=O)[O-])c1)C1CCCC1	-0.1	-7.2	4.2	4.0	0.9	-0.6	-12.1	4.6	-1.1	5.9
Cc1ccc2sc(N3CCN(C(=O)C4=COCCO4)CC3)nc2c1C	3.9	-3.8	0.0	/	0.6	4.9	7.0&-12.1	3.9	3.5	/
Cc1cc(NC(=O)Nc2cccc(C)c2C)no1	1.6	8.0	-0.9	3.4	1.3	-0.1	9.7	-2.9	6.0	20.4
Cc1onc(-c2ccccc2Cl)c1C(=O)Nc1ccc2c(c1)OCO2	6.7	4.1	-7.0	-0.9	-1.5	-0.3	-17.5	-6.0	0.9	51.0*
O=C(Cc1c[nH]c2ccccc12)NC1(C(=O)NC2CCCCC2)CCCCC1	-17.1	-4.6	-1.8	3.0	-0.9	-0.2	-8.6	-2.3	2.8	-8.8
COCCNC(=O)c1cc2c(-c3ccc(Cl)cc3)nn(C)c2s1	-29.6	-7.0	-20.3	-2.2	1.9	-0.9	-6.3	0.0	12.1	-22.7
Cc1cnc(C(=O)OCc2csc(CC(=O)Nc3ccccc3C)n2)cn1	-2.5	-1.9	-11.8	-0.3	1.3	0.7	-1.5	0.1	7.0	-13.3
Cc1ccc(NC(=O)Nc2cc(S(=O)(=O)N(C)C)ccc2C)cc1	-6.7	7.3	-5.2	1.5	-4.5	-0.1	-14.5	-3.2	10.5	17.6
OCCCNc1ncnc2c1cnn2-c1ccc(Cl)cc1	6.2	14.7	-2.7	0.6	-9.7	-3.0	1.1	-4.4	1.7	/
Cc1cccc(Cn2c(N3CCCCC3C)nc3c2c(=O)[nH]c(=O)n3C)c1 (centres undefined)	29.8*	-2.9	-6.3	0.3	-4.2	-0.5	-6.4	-5.4	3.4	13.6
Cc1ccc(OCCCC(=O)Nc2nc3ccccc3[nH]2)cc1	2.1	6.7	-2.2	-2.4	-6.9	0.0	-2.2	-4.9	9.7	17.4
CC(C)CNC(=O)C1(C)CCCN1C(=O)c1cccnc1Oc1ccccc1 (centres undefined)	13.3	-3.2	/	/	-5.7	-0.2	/	-1.5	/	/
O=C(CN(C(=O)CCC(=O)Nc1ccccn1)c1ccc2c(c1)OCCO2)NCCc1ccccc1	-1.5	1.6	-5.6	/	-3.9	-1.0	-2.6	9.2	-4.2	9.9
CC1CCCN(C(=O)c2sc3cc([N+](=O)[O-])ccc3c2Cl)C1 (centres undefined)	12.8	-24.4	0.8	0.4	-5.7	-0.7	28.3	-33.8	1.9	17.8
COc1ccc(CCNC(=S)NC(=O)c2cccc([N+](=O)[O-])c2)cc1OC	15.2	-3.6	-0.2	0.2	-9.5	-2.3	26.6	0.2	-1.4	28.6

Looked up by compound from the entries so far (4):
molecule	CCHF vOTU inh	PrPC surface inh	Rv3671c protease	3CLpro inhibitor	Anthrax LF prot	BoNT-A LC inh2	SSB-PriA inh	BoNT-F LC inh	MazEF act	VHR inh abs
CSc1ccccc1C(=O)Nc1nccs1	-0.2	-3.0	5.6	-1.9	-6.0	-0.5	-7.0&-5.6	2.0	0.3	-11.9
Cc1ccc(OCCCC(=O)Nc2nc3ccccc3[nH]2)cc1	2.1	6.7	-2.2	-2.4	-6.9	0.0	-2.2	-4.9	9.7	17.4
O=C(CN1C(=O)NC2(CCCC2)C1=O)N1CCCSC1=Nc1ccccc1	-4.2	4.6	/	/	-0.6	0.9	-11.8	4.2	-0.9	/
Cc1cccc(C)c1OCC(=O)Nc1ccc(S(=O)(=O)Nc2ccccn2)cc1	1.6	6.5	-3.2	2.2	-1.0	-0.1	-8.8	-1.8	-0.2	11.9

Next part.
molecule	CCHF vOTU inh	PrPC surface inh	Rv3671c protease	3CLpro inhibitor	Anthrax LF prot	BoNT-A LC inh2	SSB-PriA inh	BoNT-F LC inh	MazEF act	VHR inh abs
CC(=O)N1CCN(CC(=O)Nc2ccc(Cl)c(S(=O)(=O)N(C)C)c2)CC1	-13.2	-5.1	-0.9	0.9	2.7	-0.1	-8.9	3.0	0.1	42.7
COc1ccccc1N1CCN(C(=O)c2ccc([N+](=O)[O-])s2)CC1	6.4	-31.8	-0.8	6.8	-1.0	0.4	7.1	-11.9	-2.5	13.6
CS(=O)(=O)c1ccc2nc(NC(=O)c3ccc(NS(=O)(=O)c4ccc(F)c(F)c4)cc3)sc2c1	-28.8	2.6	-89.1	6.2	-2.3	0.4	-11.2	-3.8	2.7	28.5
Cc1cc(C)c(-c2csc(NC(=O)C3=COCCO3)n2)c(C)c1	0.1	5.5	-4.1	/	/	/	-13.0	/	5.1	/
O=c1[nH]c(=S)[nH]c2c1[C@H](CCc1cccc(Cl)c1)O[C@H](C1CC1)C2	4.2	4.2	/	/	1.1	-0.1	/	-2.7	/	/
CN(CC(=O)Nc1ccccc1C(=O)NC1CC1)Cc1ccc(N(C)C)cc1	-0.9	-1.1	-4.4	/	-0.6	0.1	13.2	-0.1	6.8	/
COc1ccc(NS(=O)(=O)c2ccc(NC(=S)NC(=O)c3cccnc3)cc2)nn1	-8.4	4.9	5.5	3.1	-4.8	-0.9	-23.6	-1.0	12.4	21.9
CCOC(=O)c1c(CN2CCOCC2)oc2ccc(OC(C)=O)cc12	-1.6	-5.8	-2.3	8.0	-2.9	0.5	-5.9	-10.5	4.8	19.2

Compound activity deposited in PubChem BioAssay by several laboratories.
